NPY-Y2 antag – NPY-Y2 receptor antagonists, primary screen, cell-based; Neuropeptide Y receptor type 2 (Homo sapiens), P49146; 140,000 tested, 0.99% active; NPY-Y2 expressing cells, antagonist mode; inhibition, % at 2.7 µM; in the data active = inhibition above about 17%;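 note: 0% = vehicle with agonist challenge and 100% = reference antagonist with challenge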
Target sequence (P49146 whole entry, looked up): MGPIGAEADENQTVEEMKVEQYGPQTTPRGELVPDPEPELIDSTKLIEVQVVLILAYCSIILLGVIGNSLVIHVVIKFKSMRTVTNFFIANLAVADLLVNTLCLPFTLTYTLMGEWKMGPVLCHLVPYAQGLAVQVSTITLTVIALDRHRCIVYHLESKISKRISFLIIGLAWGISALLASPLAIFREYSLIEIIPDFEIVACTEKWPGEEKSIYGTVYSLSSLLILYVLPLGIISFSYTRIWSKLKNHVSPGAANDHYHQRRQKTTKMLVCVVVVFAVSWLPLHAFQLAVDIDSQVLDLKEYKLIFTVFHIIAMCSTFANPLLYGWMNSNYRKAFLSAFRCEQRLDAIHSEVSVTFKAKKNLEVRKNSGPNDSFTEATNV
Measles CPE – compounds protecting cells from measles virus cytopathic effect, primary screen, measles RdRp inhibitor project, single point, MLSMR library, absorbance; Measles virus-infected cells, CPE protection; protection (pct of control), % at 4 µM; 140,000 tested, 1.5% active; in the data active = protection mostly above about 24%, no sharp cut-off; inactive = mostly below about 26%; note: some compounds called inactive have numbers as strong as hits
PTEN del growth – growth suppression of PTEN-null HCT116, primary screen, cell-based, CellTiter-Glo. viability, % at 10 µM. HCT116 PTEN-null viability, 60 h; active compounds read low. AID 827, 2007. 140,000 tested, 1.2% active;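 active = viability at or below a set limit, 4 SD under the median of all tested compounds, cut at about 3.7% in these data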;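 note: PTEN knockout HCT116 line with beta catenin targeted HCT116 as companion control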
MRP-1 activ – H69AR viability gain despite doxorubicin, primary screen, MRP-1 activator project, H69AR cells, CellTiter-Glo | AID 799, 2007 | viability rescue | viability increase, % at 10 µM | 140,000 tested, 0.61% active;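 active = viability gain under doxorubicin at or above a set limit, the compound median plus 3 SD, cut at about 4.7% in these data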;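 note: MRP-1 overexpressing cells given doxorubicin 25 µM after compound pretreatment; 18-22 h compound pretreatment then 72 h with doxorubicin before readout; 0% = doxorubicin-only wells and 100% = vehicle-treated cells without doxorubicin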
HCT116 bCat-KO – primary screen for growth suppressors in beta-catenin knockout HCT116 cells (colon tumor, human). viability, % at 10 µM. HCT116 beta-catenin knockout viability, CellTiter-Glo, 60 h; active compounds read low. 140,000 tested, 1.5% active. AID 818, 2007;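 active = viability at or under a set limit, the compound median less 4 SD, cut at about 6% in these data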;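 note: 0% = Hyamine 1622 control at 20 µM and 100% = untreated cell control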
Yeast growth inh – growth inhibitors of yeast BB579 in restrictive medium, primary screen, yeast lifespan-shortening project, S. cerevisiae. AID 804, 2007. inhibition, % at 10 µM. OD615, 48 h. 140,000 tested, 0.51% active;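 active = inhibition above a set limit, 3 SD over the mean compound inhibition, cut at about 44% in these data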; note: inactives centre near -24
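controls = amphotericin B 10 µg/mL, positive | assay system = DeaD yeast strain BB579 | schedule = 48 h compound exposure at 30 °C after 4 h preincubation | detection = OD615 turbidity measurement | medium = restrictive CSMM-D medium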
Yeast lifespan up – compounds extending yeast replicative lifespan, primary screen, S. cerevisiae, OD615; 130,000 tested, 0.68% active; inhibition of the nicotinamide effect, % at 10 µM; S. cerevisiae growth with nicotinamide; deaD strain in restrictive glucose medium; AID 775, 2007;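 active = inhibition above a set limit, placed 3 SD over the median of all compounds, cut at about 26% in these data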;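 note: 0% = nicotinamide-treated wells and 100% = cells grown without nicotinamide; some compounds called inactive have numbers as strong as hits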
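Test system: DeaD-strain S. cerevisiae / Buffer or medium: restrictive glucose medium / Also added: nicotinamide 1.5 mM / Doses: one concentration, 10 µM, DMSO 0.25% / Schedule: 48 h at 30 °C / Signal: OD615 measurement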
GALR2 antag – GALR2 antagonists in receptor-expressing cells, primary screen. AID 828, 2007. inhibition, % at 4 µM. 140,000 tested, 0.39% active. antagonist mode; in the data active = inhibition above about 27%;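 note: cells stimulated with galanin 1-16 at roughly its EC80; 0% = agonist challenge control and 100% = basal control without agonist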
Target sequence (O43603 whole entry, looked up): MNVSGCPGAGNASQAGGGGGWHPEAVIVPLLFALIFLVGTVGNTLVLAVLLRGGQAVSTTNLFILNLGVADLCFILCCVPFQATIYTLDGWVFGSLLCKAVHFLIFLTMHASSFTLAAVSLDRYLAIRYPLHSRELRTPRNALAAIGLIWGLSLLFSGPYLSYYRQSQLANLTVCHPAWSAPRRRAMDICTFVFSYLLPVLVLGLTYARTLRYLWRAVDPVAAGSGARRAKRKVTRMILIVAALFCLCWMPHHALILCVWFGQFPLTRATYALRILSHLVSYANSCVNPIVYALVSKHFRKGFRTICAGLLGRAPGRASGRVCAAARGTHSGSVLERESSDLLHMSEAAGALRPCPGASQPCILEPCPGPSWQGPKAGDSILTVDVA
E-sel TNF inh – E-selectin induction blockers in HUVEC – imaging, immunofluorescence, high content, primary screen | 120,000 tested, 0.71% active | inhibition, % at 2 µM | HUVEC TNFa-induced E-selectin immunofluorescence | AID 1246, 2008;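 active = inhibition above the batch mean plus 3 SD, and confirmed as a hit on visual image review, cut at about 43% in these data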;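 note: 0% = TNF-stimulated DMSO wells and 100% = unstimulated control wells; not every result past the cut was called active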
Phagocyt inh – inhibitors of macrophage phagocytosis, primary screen, imaging, J774A.1 cells, IgG beads. J774A.1 macrophage IgG-bead phagocytosis. inhibition, % at 5 µM. 110,000 tested, 0.07% active. AID 1029, 2008;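 active = inhibition above the mean of the plate negative controls plus 5 SD, cut at about 13% in these data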;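 note: phagocytic index as fraction of beads internalized from green versus red external bead signal; plate controls were DMSO negative control for no effect and cytochalasin-D positive control for full effect; some results beyond the cut were filed as inactive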
Numbers without * were called inactive; · = no result given. Rows were taken by chance. About 6.1% of those tested had a hit in this group.

SMILES	NPY-Y2 antag	Measles CPE	PTEN del growth	MRP-1 activ	HCT116 bCat-KO	Yeast growth inh	Yeast lifespan up	GALR2 antag	E-sel TNF inh	Phagocyt inh
CN(CCO)c1nc(N)c2c(N)nc3c(c2c1C#N)CC(=O)N3C1CCCC1	2	5	43	-4.9	33	-46	8	-11	8	·
NC(=O)c1ccc(-c2ncc(-c3ccccc3)o2)cc1	1	8	81	-1.2	79	-50	-7	-6	·	·
COc1ccccc1Nc1nnc(SCC(=O)N2CC(=O)Nc3ccccc32)s1	3	1	98	-1.5	96	2	-3	4	·	7
O=C(O)CC(Cc1ccccc1)c1ccc2c(c1)OCO2 (centres undefined)	8	27	84	-2.3	88	-8	-13	3	·	0
Cc1cccc(-c2c3c(=O)n(C)c(=O)n(C)c3cn2C2CCCCC2)c1	2	11	61	-2.0	63	-36	-8	-6	1	1
NC(=O)c1c(NC(=O)C2CCCO2)sc2c1CCC2 (centres undefined)	2	9	92	-2.9	101	-6	-11	3	-20	-1
CC(=O)c1cc(-c2ccccc2)[nH]c1N1CCOCC1	0	5	112	-1.1	99	-60	-7	-1	14	0
COc1ccc(C(=O)Nc2cccnc2)cc1	-4	22	111	0.7	113	-22	-5	-2	9	2
CCCOc1ccc(/C(O)=C2/C(=O)C(=O)N(CCCOC)C2c2cccnc2)cc1 (centres undefined)	3	2	115	0.7	96	-56	3	-2	-32	3
O=S(=O)(c1cccs1)N1CN(Cc2ccccc2)c2nc3ccccc3nc21	2	21	74	-1.7	82	-40	-6	8	2	-4
CC(C(=O)NCCCN1CCOCC1)n1cccc1C(=O)c1ccccc1 (centres undefined)	1	13	96	-1.2	98	-41	-2	0	26	·
CCN(CC)c1ncnc2c1cnn2C	1	28	99	-2.0	95	-15	-4	-14	·	0
Cc1csc(NC(=O)CCn2c(=O)sc3ccccc32)n1	4	32	99	1.2	107	-16	-4	-7	·	-1
C=CCn1c(-c2cccn(Cc3ccc(Cl)cc3)c2=O)n[nH]c1=S	3	6	86	-4.5	97	-20	5	-1	10	-1
C=CCC(NCc1ccco1)c1ccc(OC)cc1 (centres undefined)	1	9	93	-1.4	96	-2	-13	3	11	·
CCCCNc1nnc(CCn2nc(C)c(Br)c2C)s1	6	8	91	-1.6	90	-40	6	-1	2	-1
CCc1ccc(-c2nc(CSCC(=O)N3CCN(c4ncccn4)CC3)c(C)o2)cc1	5	10	30	-1.1	20	-58	-13	-1	-5	0
Cc1c(NC2=NC3(CCCCC3)Cc3ccccc32)c(=O)n(C)n1-c1ccccc1	2	4	78	-3.0	81	-28	·	-2	0	·
CN(Cc1ccccc1)C(=O)CCNS(=O)(=O)c1ccc2c(c1)oc(=O)n2C	1	6	89	-1.4	93	13	-2	12	-19	0
CCN(CC)CCNC(=O)Cn1nc(Cc2ccccc2)c2ccccc2c1=O	0	2	80	-4.4	74	4	-20	15	·	0
CC1(C)CC(c2nc(-c3ccc(Br)cc3)cs2)CCS1 (centres undefined)	2	29	84	2.9	83	-37	-3	-5	-10	-6
O=C(CCS(=O)(=O)c1cccc2nonc12)N1CCCc2ccccc21	2	5	100	-3.0	98	-20	-6	3	·	6
CCn1cc(C(=O)NCc2cccnc2)c2cc(OC)c(OC)cc2c1=O	-1	5	109	-0.9	102	-74	2	1	-14	3
O=C(NCCCCNC(=O)c1ccco1)c1ccco1	0	7	107	-0.5	102	-82	-3	2	2	-1
O=C(CCc1nc(-c2cccs2)no1)Nc1cnc2ccccc2c1	2	11	102	-1.4	88	-25	-2	7	5	-4
Cn1c(=O)[nH]c(=O)c2c1nc(NCCc1ccccc1)n2CC(O)COc1ccccc1 (centres undefined)	-1	11	97	-1.3	86	-50	2	4	5	0
Oc1ccc(C(c2nnnn2C2CCCC2)N2CCc3ccccc3C2)cc1 (centres undefined)	0	8	106	-1.7	106	-70	4	0	·	1
COc1ccc2c(c1)[nH]c1c(=O)n(CC3CCCO3)cnc12 (centres undefined)	-1	4	94	-0.8	104	-33	-3	4	-6	-2
CCOC(=O)c1c(C2CC2)csc1NC(=O)CSCc1c(C)noc1C	12	·	72	-0.5	82	-77	-13	-3	23	3
COc1ccc([N+](=O)[O-])cc1NC(=O)C(C)N(C)Cc1ccc(Br)cc1 (centres undefined)	5	5	67	-1.0	75	-32	-3	-4	·	-10
Cc1cc(NS(=O)(=O)c2ccc(NC(=O)C(C)Oc3ccc(Cl)cc3)cc2)no1 (centres undefined)	1	6	106	-1.3	99	-12	-10	-2	7	·
Cc1ccccc1SCC(=O)N1CCN(c2ccc(C(F)(F)F)cn2)CC1	1	16	81	0.1	75	-23	2	0	-18	·
CCn1c(SCC(=O)N/N=C/c2c[nH]c3ccccc23)nnc1-c1ccc(Cl)cc1	5	1	47	-2.9	58	-40	-2	0	10	-2
Cc1cc(Cl)ccc1OCCCC(=O)NO	4	12	77	-2.6	67	-16	-9	13	-29	-1
Cc1sc2nc(CN3CCOCC3)[nH]c(=O)c2c1-c1ccccc1	1	10	89	-0.9	92	-7	3	-2	·	4
CC(=O)N1CCC(Nc2ccc(C)cc2)CC1	1	10	103	-0.7	95	19	-6	-2	9	0
CCc1nnc(NC(=O)c2ccc(S(=O)(=O)N3CCc4ccccc4C3)cc2)s1	7	2	84	4.5	73	-6	0	6	·	-16
COc1ccc2c(c1)CCc1c(C(=O)N3CCCCCC3)noc1-2	6	4	97	3.8	99	-18	-34	1	16	4
CCOc1cccc(-c2cc(C(=O)N/N=C/c3ccc(OC)c(CN4CCOCC4)c3)c3ccccc3n2)c1	5	9	84	-0.1	84	12	2	8	·	-2
Cc1cc(NC(=O)c2cc3n(n2)C(C(F)(F)F)CC(c2ccco2)N3)no1 (centres undefined)	0	19	114	-0.8	100	28	-5	-1	5	·
CCOc1ccc(NC(=O)c2nn(C)cc2Br)cc1	-1	3	89	1.4	91	-35	-12	12	2	-1
Cc1cc(-c2ccco2)n(CC(=O)NCc2ccccc2)n1	3	8	92	-1.0	105	-4	-12	1	6	0
CCC1(C)Cc2c(c(=O)n(-c3ccccc3)c3ncnc(N)c23)CO1 (centres undefined)	0	3	89	0.1	100	-28	-6	-9	-2	0
O=C(Nc1cccc([N+](=O)[O-])c1)c1ccc2c(c1)OCCO2	3	22	74	-1.0	87	-33	-2	-6	-13	-3
CC1=NN(C(=O)c2ccc(Cn3ccc([N+](=O)[O-])n3)cc2)C(O)(C(F)(F)F)C1 (centres undefined)	2	14	90	-1.6	89	-43	4	-2	·	-3
COc1ccc(-c2csc(NC(=O)CCCc3cccs3)n2)cc1	3	38	90	3.9	95	-48	7	8	-34	-4
Cn1nnc2cc(C(=O)NC3CCCCC3)ccc21	4	3	96	-0.6	89	-14	-6	-8	30	2
Cc1ccccc1Cn1c2ccccc2c2cnn(CC(=O)N3CCN(c4ccccc4)CC3)c(=O)c21	6	11	77	-0.4	77	-8	-10	-11	-13	-1

Four structures from above, ordered by SMILES length, falling.
SMILES	NPY-Y2 antag	Measles CPE	PTEN del growth	MRP-1 activ	HCT116 bCat-KO	Yeast growth inh	Yeast lifespan up	GALR2 antag	E-sel TNF inh	Phagocyt inh
Cc1ccccc1Cn1c2ccccc2c2cnn(CC(=O)N3CCN(c4ccccc4)CC3)c(=O)c21	6	11	77	-0.4	77	-8	-10	-11	-13	-1
Cc1cc(NC(=O)c2cc3n(n2)C(C(F)(F)F)CC(c2ccco2)N3)no1 (centres undefined)	0	19	114	-0.8	100	28	-5	-1	5	·
O=C(Nc1cccc([N+](=O)[O-])c1)c1ccc2c(c1)OCCO2	3	22	74	-1.0	87	-33	-2	-6	-13	-3
Cn1nnc2cc(C(=O)NC3CCCCC3)ccc21	4	3	96	-0.6	89	-14	-6	-8	30	2

(further entries)
SMILES	NPY-Y2 antag	Measles CPE	PTEN del growth	MRP-1 activ	HCT116 bCat-KO	Yeast growth inh	Yeast lifespan up	GALR2 antag	E-sel TNF inh	Phagocyt inh
CCCCNC(=O)CSc1cc(=O)n(C)c2ccccc12	4	8	90	1.0	90	-7	-6	1	·	0
O=C(C1CCCN(S(=O)(=O)c2cnc[nH]2)C1)N1CC(=O)N(CCc2ccccc2)C(=O)C1 (centres undefined)	0	6	109	0.9	98	-2	-2	-6	·	0
CCOC(=O)c1cc2c(nc1NC(=S)Nc1ccccc1)CC(C)(C)OC2	1	6	80	-2.4	86	-28	-3	-7	44	-5
Cc1n[nH]c(C)c1S(=O)(=O)N1CCN(C(=O)c2ccco2)CC1	-2	2	93	-0.4	97	9	-8	-4	·	-2
c1ccc2c(c1)CCOC2CNCCCN1CCCCC1 (centres undefined)	11	8	82	-2.8	80	-14	·	-6	-12	·
O=C(NCc1ccco1)c1c2c(nc3ccccc13)CCC2	-1	6	90	-2.8	89	-15	-24	14	-21	-1
CCOc1ccc2nc3c(cc2c1)CN(CCOC)C(=NCCOC)S3	0	6	94	-2.2	96	-31	4	3	1	·
O=C(CC1Oc2ccccc2NC1=O)NCCCN1CCN(Cc2ccccc2)CC1 (centres undefined)	0	26	103	-3.7	87	4	-8	7	·	0
CCC(C)C(=O)Nc1nc(C)c(-c2csc(Nc3ccc(Cl)cc3)n2)s1 (centres undefined)	1	7	52	-0.6	55	-62	-10	3	-7	·
COc1ccc(C)cc1S(=O)(=O)N(CC(=O)O)c1ccc(C)cc1	1	12	97	2.0	95	1	11	8	20	-2
CCOc1ccc(Oc2nc(C)cc(OC)n2)nn1	1	3	98	0.1	98	-17	8	4	-4	0
COC(=O)C(Cc1ccc(O)cc1)NC(=O)C(C)Oc1ccccc1 (centres undefined)	5	3	82	-2.3	78	-13	-28	-1	5	0
CCOc1ccc(C(=O)COC(=O)CC)cc1	3	24	87	-1.2	91	-14	-16	-11	·	0
C=CCN(c1ccc(C(=O)N2CCCC2)cc1)S(C)(=O)=O	-3	20	99	-1.8	105	-42	-25	-9	-8	0
O=C(Nc1ccc2c(c1)OCCO2)c1ccc(NC(=O)C2CCCO2)cc1 (centres undefined)	0	4	84	1.9	82	-1	-5	-8	13	1
O=C(OCC(F)(F)F)c1cccc(COc2ccc3ccccc3c2)c1	7	10	80	0.1	82	-10	-9	-2	-11	-2
O=C(NCCc1ccccc1)C(=O)Nc1nccs1	3	11	102	-1.9	93	-20	-1	-10	·	-11
C/C(=N\NC(=O)COc1ccccc1F)c1cc2ccccc2o1	6	17	97	0.3	96	-34	-7	10	-1	-4
Nc1nc(CSc2ncccn2)nc(Nc2ccccc2)n1	1	7	92	0.3	98	8	-1	1	-1	1
O=C(Oc1ccccc1OC(=O)N1CCOCC1)N1CCOCC1	-1	4	91	0.6	90	-18	-16	-3	-18	-1
O=C(CSc1ncccc1-c1nc2ccccc2[nH]1)N1CCc2ccccc21	0	4	80	-3.7	67	2	-1	9	24	-15
CC(C)CCNC(=S)NC1CCCC1	0	7	67	-2.1	71	12	-11	2	-19	·

Compound activity: PubChem, several laboratories
